Bioassay records as filed in PubChem BioAssay.
HBB splicing: qHTS Assay for Modulators of Hemoglobin Beta Chain Splicing. HBB splicing reporter cell assay, activation; EGFP reporter with mutant IVS2-654 intron; response scale: normalised to 500 nM splice-correcting PNA. Potency, µM (series often up to 46.1 µM), for inactives: at the top dose activation, most hits filed as activators. 0.06% of 65,000 active; further: potency means the concentration at half of the fitted maximal effect; 0% is about no effect
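Compounds were applied for 2 days to HeLa EGFP-654 cells, 500/well in Optimem with 2% FCS. The reporter's EGFP is disrupted by mis-splicing of beta-globin intron IVS2-654. Readout: summed well GFP fluorescence from 488 nm laser scanning; reference was 500 nM antisense […] 654 PNA.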
Rhodamine autofl: qHTS Assay for Spectroscopic Profiling in Rhodamine Spectral Region; Rhodamine-region fluorescence, 547/598 nm, Tris buffer; hits give high values; max dye-equivalent concentration, M; 0.05% of 59,000 active; in the data active means max dye-equivalent concentration above about 11 nM; inconclusive means between about 1.1 nM and that limit
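Steps: pin-transfer compounds into pH 8.0 Tris (100 mM), hold 15 min at room temperature, image with a 547/598 nm filter pair, and convert intensities to rhodamine-equivalent concentration using a six-point on-plate rhodamine series.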
CRE-bla Fsk: Cell signaling CRE-BLA (Fsk stim). CHO CRE-bla reporter (cAMP response element driving beta-lactamase), forskolin EC10, beta-lactamase ratio. Potency, µM (series often up to 38.2 µM), for the others: top-dose activity change, negative = inhibition, most hits filed as activators. 2.5% of 71,000 active. AID 662, 2007; active means well fitted activation curve with a large enough effect in the signal ratio, with a control signal flat, not every such curve was filed as active; inconclusive means small, poorly fitted or top-dose-only effect, or effect the other way, or a change in a side signal; the % refers to the signal ratio; further: potency means the concentration at half of the fitted maximal effect; % of control where 0% means no effect
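qHTS titration format; CRE-bla CHO reporter; stimulus EC10 NKH 477, a water-soluble forskolin. Read: CCF4 460/530 nm ratio. Potency expressed as AC50 for activators or inhibitors.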
TexasRed autofl: qHTS Assay for Spectroscopic Profiling in Texas Red Spectral Region; max dye-equivalent concentration, M; Compound fluorescence, Texas Red channel, 547/618 nm; hits give high values; 0.06% of 59,000 active; in the data active means max dye-equivalent concentration above about 10 nM; inconclusive means between about 1.1 nM and that limit
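Compound titrations in 100 mM Tris pH 8.0 were incubated 15 min at room temperature and read at 547 nm excitation / 618 nm emission. Texas Red six-point standard curve on each plate converted fluorescence to dye-equivalent concentration.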
Hsp90 Hop PPI: qHTS Assay for Disrupters of an Hsp90 Co-Chaperone Interaction; Hsp90 C-terminal peptide / TPR2A (Hop) interaction, human; Potency, µM (titrated, usually from 57 µM), for inactives: top-dose activity change, negative = inhibition; AlphaScreen TPR2A-His6 binding biotin-Hsp90 C-terminal peptide; 0.44% of 71,000 active; active means well fitted curve in either direction with a large enough effect; inconclusive means small, poorly fitted or top-dose-only effect, or another doubt; further: potency means the concentration at half of the fitted maximal effect; on the % scale 0 is the no-effect control and ±100 the full control effect; many of its hits are not listed in these tables
Pol III holo inh: qHTS Assay for Inhibitors of DNA Polymerase III Holoenzyme System | Potency, µM (titrated, usually from 57.1 µM), for the others: at the top dose activity change, negative = inhibition | 0.25% of 71,000 active | reconstituted DNA polymerase III holoenzyme replication, biochemical | AID 603, 2007; further: potency means the concentration at half of the fitted maximal effect; on the % scale 0 is the no-effect control and ±100 the full control effect
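Reconstituted *E. coli* holoenzyme (0.35 nM Pol III, 1 nM beta, 154 nM SSB, 2 nM primase) was preincubated with compound for 15 min at RT. Synthesis on 1.4 nM ssM13Gori ran 35 min, then was stopped with PicoGreen/EDTA and read as dsDNA fluorescence.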
HADH2 inh: qHTS Assay for Inhibitors of HADH2 (Hydroxyacyl-Coenzyme A Dehydrogenase, Type II). 3-hydroxyacyl-CoA dehydrogenase type-2 (Homo sapiens), Q99714. recombinant HADH2, NADH fluorescence, beta-hydroxybutyryl-CoA. Potency, µM (series often up to 57.1 µM), without a hit: top-dose activity change, negative = inhibition, most hits filed as inhibitors. 3.4% of 73,000 active. AID 886, 2007; further: potency means the concentration at half of the fitted maximal effect; on the % scale 0 is the no-effect control and ±100 the full control effect; nearly all actives have a fitted effect of over 60% in size; many of its hits are not listed in these tables
Target sequence (Q99714 whole entry, looked up, one chain of several): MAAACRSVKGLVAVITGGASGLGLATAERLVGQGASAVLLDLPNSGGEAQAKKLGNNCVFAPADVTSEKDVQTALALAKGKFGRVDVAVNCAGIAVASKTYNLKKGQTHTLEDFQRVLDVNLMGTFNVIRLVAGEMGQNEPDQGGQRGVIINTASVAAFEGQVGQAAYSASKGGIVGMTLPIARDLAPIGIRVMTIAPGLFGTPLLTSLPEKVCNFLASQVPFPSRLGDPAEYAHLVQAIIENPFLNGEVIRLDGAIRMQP
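Activity measured as NADH fluorescence gain (360/450 nm), taken as the change between first and last reads of a 4-min kinetic run. Conditions: pH 9.0 Tris buffer, 20 nM E. coli-expressed His-tagged enzyme, 1 mM NAD+, 90 uM beta-hydroxybutyryl-CoA; 15-min compound preincubation.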
Tau fil binding: qHTS Assay for Tau Filament Binding; AID 596, 2007; recombinant tau filaments, thioflavin S fluorescence, 15 h; filaments grown with octadecylsulfate alongside compound; Potency, µM (doses to about 57.1 µM), inactives show at the highest dose activity change, negative = inhibition; 2% of 71,000 active;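 further: potency means the concentration at half of the fitted maximal effect; on the % scale 0 is the no-effect control and ±100 the full control effect; actives lower thioflavin S fluorescence by blocking filaments or displacing dye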
Target sequence (P10636 whole entry, looked up): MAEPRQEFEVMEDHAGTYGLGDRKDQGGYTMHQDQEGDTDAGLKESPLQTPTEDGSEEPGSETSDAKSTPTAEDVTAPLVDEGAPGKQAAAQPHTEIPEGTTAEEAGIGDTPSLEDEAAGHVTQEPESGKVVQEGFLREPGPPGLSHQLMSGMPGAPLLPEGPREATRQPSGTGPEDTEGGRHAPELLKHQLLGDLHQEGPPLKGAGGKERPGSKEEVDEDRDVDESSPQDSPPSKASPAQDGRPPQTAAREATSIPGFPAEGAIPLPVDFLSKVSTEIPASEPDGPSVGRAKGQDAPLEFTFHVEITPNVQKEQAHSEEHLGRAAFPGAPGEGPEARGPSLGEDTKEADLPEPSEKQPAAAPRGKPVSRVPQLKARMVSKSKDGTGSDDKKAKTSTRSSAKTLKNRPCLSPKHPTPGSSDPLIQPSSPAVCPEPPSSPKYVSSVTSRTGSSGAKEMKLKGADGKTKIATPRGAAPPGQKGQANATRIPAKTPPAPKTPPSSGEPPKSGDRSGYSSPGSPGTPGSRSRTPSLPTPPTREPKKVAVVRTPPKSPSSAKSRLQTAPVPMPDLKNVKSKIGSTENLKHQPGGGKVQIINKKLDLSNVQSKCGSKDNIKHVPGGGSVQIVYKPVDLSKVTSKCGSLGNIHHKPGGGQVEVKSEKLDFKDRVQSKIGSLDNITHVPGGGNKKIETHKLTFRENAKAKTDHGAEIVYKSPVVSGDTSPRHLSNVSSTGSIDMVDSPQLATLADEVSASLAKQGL
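Assay mix: 1 uM His-tagged tau, 30 uM sodium octadecylsulfate, thioflavine S dye in HEPES/NaCl/DTT buffer. Compound is added prior to the inducer. Fluorescence after 15 h at 37 C.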
ERK AVP inh: qHTS Assay for Inhibitors of the ERK Signaling Pathway using a Homogeneous Screening Assay; HEK293-V1b, vasopressin-stimulated pERK AlphaScreen; Potency, µM (doses to about 57.5 µM), for inactives: at the top dose activity, negative = inhibition, actives largely listed as inhibitors; 0.99% of 72,000 active; AID 995, 2007; further: potency means the concentration at half of the fitted maximal effect; on the % scale 0 is the no-effect control and ±100 the full control effect; nearly all actives have a fitted effect of over 55% in size
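HEK293 cells stably expressing V1b receptor, preincubated 30 min at 37 °C with compound, then stimulated 5 min with 25 nM vasopressin. Phospho-ERK by AlphaScreen SureFire after 5 h RT; normalized to DMSO and vasopressin; AC50 by Hill fit.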
FLuc inh: qHTS Assay for Inhibitors of Firefly Luciferase; Potency, µM (titrated, usually from 57.1 µM), without a hit: at the highest dose activity change, negative = inhibition, hits mostly inhibitors; AID 411, 2009; 2.2% of 72,000 active; purified firefly luciferase, luminescence, 8 min; Luciferin 4-monooxygenase (Photinus pyralis), P08659; further: potency means the concentration at half of the fitted maximal effect; on the % scale 0 is the no-effect control and ±100 the full control effect; nearly all actives have a fitted effect of over 40% in size
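Firefly luciferase (PKLight detection mix) with 10 uM ATP in pH 7.2 imidazole buffer (KCl, MgCl2, Tween 20, BSA). Compounds tested across a concentration series (qHTS). Luminescence read after 8 min at ambient temperature.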
ALOX15 inhib: qHTS Assay for Inhibitors of 15-hLO (15-human lipoxygenase) | Polyunsaturated fatty acid lipoxygenase ALOX15 (Homo sapiens), P16050 | purified 15hLO-1, xylenol orange hydroperoxide absorbance | Potency, µM (doses to about 57.1 µM), without a hit: at the highest dose activity change, negative = inhibition, usual class: inhibitors | 1.4% of 74,000 active | AID 887, 2007; further: potency means the concentration at half of the fitted maximal effect; on the % scale 0 is the no-effect control and ±100 the full control effect; nearly all actives have a fitted effect of over 55% in size
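40 nM 15hLO-1 + cpd, 15 min RT; start w/ 50 uM AA (final), 6 min RT; stop/detect w/ 200 uM XO + 300 uM Fe(II) in 50 mM H2SO4, 30 min; A573/A405. Buffer 25 mM Hepes pH 7.5, 0.01% Triton X-100. No-enzyme wells as negative control.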
* hit, by the source's call; i = inactive; u = inconclusive; x = not tested or not shown; [ ] = another dose, or the depositor's remark. Unless noted, the call rests on the fitted dose curve; in most records, active means well fitted curve in the direction sought with a large enough effect; inconclusive means small, poorly fitted or top-dose-only effect, or another doubt; inactive means no such curve, though single readings can be large; an effect the other way counts as inactive or inconclusive. Some of the compounds tested; count on the stated rates, not on these rows.

Compound | HBB splicing | Rhodamine autofl | CRE-bla Fsk | TexasRed autofl | Hsp90 Hop PPI | Pol III holo inh | HADH2 inh | Tau fil binding | ERK AVP inh | FLuc inh | ALOX15 inhib
CC(C)CC(NC(=O)C1CCCN1C(=O)OC(C)(C)C)C(=O)NCC(N)=O (stereo not given) | -0.1% | i | -1% | i | 0% | -14% | -9% | -1% | 11% | 1% | 13%
Cc1cccc(NC(=O)Nc2cccc(C#N)c2)n1 | -1.4% | x | u | x | -1% | -2% | 16% | 45% | -18% | -6% | -1%
CC(=O)c1cc2c(cc1NC(=O)CCc1ccccc1)OCO2 | x | i | 10% | i | u | -4% | 13% | 1% | 3% | 1% | 5%
CC1S/C(=C(\C#N)C(N)=O)N(c2ccc(F)cc2)C1=O (stereo not given) | 0.0%[0.369 µM] | i | u | u | -1% | -8% | u | -14% | -9% | -2% | 6%
CC1(C)CC(=O)C(C=NCCc2ccc(S(N)(=O)=O)cc2)=C(O)C1 | -1.7% | i | 11% | i | 0% | -3% | 3% | -1% | 1% | u | 3%
Cn1c(=O)[nH]c(=O)c2c1nc(CN1CCN(c3cccc(Cl)c3)CC1)n2CCN1CCOCC1 | -0.9% | i | -7% | i | -1% | -5% | 0% | -2% | 8% | -3% | -2%
COC(=O)c1ccccc1NC(=O)Cn1cnc2cc(C)c(C)cc21 | -1.8%[0.0738 µM] | x | u | x | -5%[11 µM] | 2%[11.4 µM] | 0%[11.4 µM] | 7%[11.4 µM] | -12% | 0% | 11%[11.4 µM]
COc1ccc(C2OC(=O)CC2C(=O)NC2CCCCCC2)cc1OC (stereo not given) | 0.8% | i | -6% | i | -3% | -5% | 6% | -3% | -2% | 1% | 7%

Other entries:
Compound | HBB splicing | Rhodamine autofl | CRE-bla Fsk | TexasRed autofl | Hsp90 Hop PPI | Pol III holo inh | HADH2 inh | Tau fil binding | ERK AVP inh | FLuc inh | ALOX15 inhib
COc1cc(C(=O)NCc2ccco2)cc(OC)c1OC | -2.3% | i | u | u | 1% | 1% | -4% | 5% | -4% | 0% | 3%
CN1CCN(c2ccc(Cl)cc2NS(=O)(=O)c2ccccc2Cl)CC1 | -0.1%[57.5 µM] | i | -7% | i | -6% | -3% | -27% | 20% | 10% | -10% | -12%
COCCOC(=O)c1c(C)n(C)c2ccc(OC(=O)c3cccs3)cc12 | 1.2% | i | 8% | u | -4% | 9% | 11% | 10% | -20% | 0% | -7%
COc1ccc(S(=O)(=O)N(C)c2ccc(C(=O)N3CCC(C(N)=O)CC3)cc2)cc1 | -1.0% | i | -3% | i | -3% | -4% | 8% | 10% | -11% | -1% | 8%
COC(=O)c1cc(OC)c(OC)cc1NC(=O)c1cnccn1 | -1.0% | i | u | u | -5% | 4% | 12% | -1% | -3% | 0% | 7%
COC(=O)c1cc(NS(=O)(=O)c2ccc3c(c2)CCC(=O)N3)cc(C(=O)OC)c1 | 0.3% | i | -7% | i | -3% | -4% | -1% | -45% | 13% | 2% | u
COc1ccc(C2c3sc(=O)[nH]c3SC3C(=O)N(c4ccccc4)C(=O)C32)cc1 (stereo not given) | -0.2% | x | u | x | -4%[2.3 µM] | -2% | u | 0% | -15% | -2% | u
CCN1C(=O)c2ccccc2Sc2ccc(C(=O)NCCN3CCOCC3)cc21 | -0.5% | x | u | x | -1% | -2% | 2% | -7% | -20% | 0% | 4%

(more compounds)
Compound | HBB splicing | Rhodamine autofl | CRE-bla Fsk | TexasRed autofl | Hsp90 Hop PPI | Pol III holo inh | HADH2 inh | Tau fil binding | ERK AVP inh | FLuc inh | ALOX15 inhib
COC(=O)c1[nH]c2ccc(C)cc2c1NC(=O)C1=COCCO1 | -2.9%[57.5 µM] | i | u | i | -3% | -1% | u | -5% | u | -13% | -12%
CN1C(=O)c2oc3ccccc3c(=O)c2C1c1ccncc1 (stereo not given) | -1.7% | i | 8% | i | -3% | -5% | 1% | 103% | -19% | 1% | -5%
O=C(CSc1nnc(-c2ccco2)n1-c1ccccc1)N1CCN(C(=O)c2ccco2)CC1 | -0.1%[57.5 µM] | i | u | u | 0% | -6% | 0% | 10% | -5% | -3% | 6%
CCn1ccc(C(=O)Oc2ccc(C(C)C)cc2)n1 | 2.7% | i | -4% | u | 1% | -10% | 6% | -4% | 12% | 13µM* | -6%
COc1ccc(C2C(C(=O)N3CCCCC3)c3ccccc3C(=O)N2C)cc1 (stereo not given) | -1.5% | i | -19% | i | -2% | 0% | -10% | 0% | 12% | -1% | 1%
Cc1ccc(Nc2cc(C)nn2-c2nc(C)cc(=O)[nH]2)cc1 | -0.1%[57.5 µM] | i | u | i | u | -2% | 24% | 10% | u | 5% | 127%[activator]
Cc1noc(C)c1S(=O)(=O)Nc1ccc(C(=O)O)cc1 | 4.3% | i | u | i | u | 1% | 4% | 2% | 16% | -1% | -19%
CCc1c(C)nc(N)n2c(SCC(=O)N3CCCC(C)C3)nnc12 (stereo not given) | x | i | 1% | u | 1% | 2% | -7% | -9% | -2% | 1% | 11%

The list goes on:
Compound | HBB splicing | Rhodamine autofl | CRE-bla Fsk | TexasRed autofl | Hsp90 Hop PPI | Pol III holo inh | HADH2 inh | Tau fil binding | ERK AVP inh | FLuc inh | ALOX15 inhib
CN(C)C(=O)c1ccc(-c2nccc(Nc3ccc(F)cc3)n2)cc1 | -1.9% | i | u | i | -4% | -7% | 22% | 9% | -19% | 0%[2.29 µM] | 0%
O=c1c2cc(N3CCOCC3)ccc2[nH]c(=S)n1Cc1ccco1 | -1.5%[0.369 µM] | i | -12% | i | -4% | -10% | -22% | -1% | -6% | -9% | u
N#CCCN(Cc1cccnc1)C(=O)c1ccc(S(=O)(=O)N2CCOCC2)cc1 | 0.1%[57.5 µM] | i | -4% | i | -1% | -2% | u | 7% | 29% | 4% | 1%
O=C(CCN1C(=O)COc2ccccc21)NCCN1CCN(c2cccc(Cl)c2)CC1 | -0.6% | i | -16% | i | u | 0% | 1% | -8% | 9% | 3% | -29%
Cc1cc(-c2csc(NC(=O)c3ccc(=O)n(C)n3)n2)c(C)n1CC1CCCO1 (stereo not given) | 0.0%[57.5 µM] | i | -1% | i | -9% | -6% | -8% | 7.9µM* | -9% | -1% | u
Cc1ccc2c(CC(=O)OC3CCOC3=O)coc2c1 (stereo not given) | 3.1% | i | -23% | i | -1% | 5% | 10% | 7% | 15% | -1% | 5%
CC1CCCC(NC(=O)c2ccc(CNc3c(N4CCCC4)c(=O)c3=O)cc2)C1C (stereo not given) | -0.5% | x | -14% | x | -4% | 2% | -1% | 7% | -6% | -3% | -19%
O=C(NCc1ccco1)c1csc2c1CCCCC2 | -3.2% | i | 8% | i | 0% | -3% | 1% | -9% | 5% | -1% | 0%
CC1CC(C)CN(CCCNC(=O)C2CCN(S(=O)(=O)N3CCCCC3)CC2)C1 (stereo not given) | -1.7%[57.5 µM] | i | 5% | i | -5% | -6% | 1% | 12% | -23% | 3% | 1%
CC(C)CN1CC2(CCN(C(=O)c3cccc(F)c3)CC2)C1 | 2.8% | i | -4% | i | 0% | -1% | u | -17% | -13% | -4%[11.4 µM] | 5%

Single entries from the entries so far:
In HBB splicing, `N#CCCN(Cc1cccnc1)C(=O)c1ccc(S(=O)(=O)N2CCOCC2)cc1` shows 0.1%[57.5 µM]
In ERK AVP inh, `Cc1ccc2c(CC(=O)OC3CCOC3=O)coc2c1` (stereo not given) shows 15%
In HADH2 inh, `CN(C)C(=O)c1ccc(-c2nccc(Nc3ccc(F)cc3)n2)cc1` shows 22%
